Source: PubChem BioAssay
AMA1-RON2 inh – disrupts binding of P. falciparum AMA1 to RON2; AlphaScreen AMA1-biotinylated RON2 peptide binding; Potency, µM (doses to about 58.2 µM), for the others: top-dose activity change, negative = inhibition, usual class: inhibitors; 360,000 compounds, 0.2% hits; AID 720542;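 further: 0% = vehicle wells and -100% = peptide control; nearly all actives have a fitted effect of over 45% in size; some results filed as inactive show a strong effect at the top dose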
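AMA1 (3D7) with his tag at 25 nM final met compounds first, then biotinylated RON2 peptide at 25 nM; detection used donor plus acceptor beads, 10 µg/mL apiece, read by AlphaScreen after 30 min at room temperature.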
Tb PYK inh – T. brucei pyruvate kinase inhibition | TbPYK enzyme, Kinase-Glo Plus ATP luminescence, 45 min | Potency, µM (series often up to 76.8 µM), inactives show at the highest dose activity, negative = inhibition, most hits filed as inhibitors | 410,000 compounds, 0.12% hits; further: nearly all actives have a fitted effect of over 50% in size
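T. brucei PYK with substrate was exposed to pin-transferred compounds across a concentration series, then started with 130 uM ADP (final). After 45 min at room temperature, Kinase-Glo Plus luminescence was read, normalized and curve-fitted.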
* marks the source's active call; other numbers are inactive results; ? = inconclusive; [ ] = remark or other dose. The call rests on the fitted dose curve; in most records, active means well fitted curve in the direction sought with a large enough effect; inconclusive means small, poorly fitted or top-dose-only effect, or another doubt; inactive means no such curve, though single readings can be large; an effect the other way counts as inactive or inconclusive. Unless noted, on the % scale 0 is the no-effect control and ±100 the full control effect; potency means the concentration at half of the fitted maximal effect.

1. CCOc1cccc(CN2CCC(Oc3ccc(C(=O)N4CCCC4)cc3)CC2)c1O
2. CC(C)=CCC/C(C)=C/CNC(=O)C[C@H]1C[C@H](C(=O)N(C(C)C)C(C)C)[C@@]2(C)c3[nH]c4cc(CCC(=O)N(C)C)ccc4c3CCN2C1=O
3. C[C@@H]1CN([C@@H](C)CO)C(=O)CCCn2nncc2CO[C@@H]1CN(C)C(=O)Nc1cccc(C(F)(F)F)c1
4. CC[C@@H]1C=C(C(=O)O)[C@H](c2ccc(C)cc2)N1S(=O)(=O)c1ccc(C)cc1
5. CC(C(=O)N1CCc2ccccc21)N1CCN(S(=O)(=O)c2ccc3c(c2)OCCCO3)CC1 (stereo not given)
Screen / compound no.	1	2	3	4	5
AMA1-RON2 inh	-12%	-25%	9%	6%	-5%
Tb PYK inh	2%	1%	2%	-5%	0%

6. COC(=O)c1ccc2nc(-c3ccc(F)cc3)c(Cc3ccc(OC)cc3C)n2c1
7. CC[C@@]1(C(=O)OC)N[C@H](CN(C)S(=O)(=O)c2ccc(-c3ccccc3)cc2)[C@@H]2C(=O)N(C)C(=O)[C@@H]21
8. COC(=O)c1ccc(N2C(c3cc(OC)cc(OC)c3)=Cc3ccc(-c4ccc(C(N)=O)cc4)cc3C2CC(=O)C2CC2)cc1 (stereo not given)
9. O=C1N[C@@H](c2ccccc2)COC(=O)[C@@H](Cc2ccc(F)cc2)CC/C=C/C[C@H]1CC(=O)N(CCO)Cc1ccccc1
10. O=C(CCc1ccccc1)N1CCN(C(=O)CCc2ccccc2)CC1
Screen / compound no.	6	7	8	9	10
AMA1-RON2 inh	-2%	9%	2%	-12%	7%
Tb PYK inh	2%	0%	-13%	1%	-3%

11. CC1CC(C)CN(CC(O)COC2CC(C)CC(C)(C)C2)C1 (stereo not given)
12. CN(C)CCSC1c2ccccc2CSc2ccccc21 (stereo not given)
13. CCN1C(=O)[C@H]2[C@H]3CN=C(SCC4CC4)N3[C@@](CC)(C(=O)OC)[C@H]2C1=O
14. CCOC(=O)CC(=O)Nc1cc2ccc(OC)c(OC)c2cc1C(=O)OCC
15. CC(C)c1cc(C(C)C)c(S(=O)(=O)N2CCNCC2)c(C(C)C)c1
Screen / compound no.	11	12	13	14	15
AMA1-RON2 inh	-3%	-12%	7%	0%	-28%
Tb PYK inh	3%	6%	3%	3%	-14%

16. FC(F)(F)c1cc(Cl)c2nc(-c3ccccc3)c(Cc3cccc(Cl)c3)n2c1
17. CCCCOc1ccccc1-c1ccccc1CN1[C@@H](C(C)C)COCCS1(=O)=O
18. C#CCOCCOCCOCCNc1nc(N2CCN(C(=O)[C@H]([C@@H](C)CC)n3cc(CCC(=O)O)nn3)CC2)nc(N2CCN(C(=O)[C@H](CCCCN)n3cc(CCCC)nn3)CC2)n1
19. Oc1c(CN2CCOCC2)ccc(CN2CCOCC2)c1O
20. COC(=O)[C@@]1(Cc2ccc(F)cc2)[C@H]2c3cc(C(=O)N4CCCC4)n(CCc4ccc(OC)c(Br)c4)c3C[C@H]2CN1C(=O)c1ccccc1
Screen / compound no.	16	17	18	19	20
AMA1-RON2 inh	4%	-1%	-2%	?	-1%
Tb PYK inh	9%	-7%	3%	?	2%

21. O=C(COC(=O)c1c[nH]c2ccccc12)NCc1ccccc1
22. O=C(NN=CC=Cc1ccccc1)C(O)C(O)C(=O)NN=CC=Cc1ccccc1 (stereo not given)
23. COc1ccc(Br)c(Cn2c(C)c(C(=O)NCc3ccc4c(c3)OCCO4)sc2=O)c1
24. COC(=O)[C@@]1(Cc2ccccc2)[C@H]2C(=O)N(C)C(=O)[C@H]2[C@H]2CN=C(SCc3ccc(Cl)cc3)N21
25. O=C(/C=C/c1ccccc1)Nc1cccc(C(=O)NCCc2ccccc2)c1
Screen / compound no.	21	22	23	24	25
AMA1-RON2 inh	11%	-21%	-20%	-11%	8%
Tb PYK inh	-2%	7%	4%	-3%	3%

26. OC[C@@H]1CN(Cc2ccc(F)cc2)C[C@H](n2cnc3c(NCc4ccncc4)ncnc32)O1
27. O=C(NCc1cccnc1)c1ccc2sc([C@H]3C[C@H](O)[C@@H](CO)O3)nc2c1
28. Cn1nc(C(C)(C)C)cc1C(=O)N1CCCC(C)(C(=O)NS(=O)(=O)C2CC2)C1 (stereo not given)
29. COc1ccc(C(c2nnnn2-c2ccc(OC)cc2)N2CCC(n3c(=O)[nH]c4ccccc43)CC2)cc1 (stereo not given)
30. CC1(C(=O)NS(=O)(=O)c2ccc(Cl)cc2)CCN1C(=O)CC1CC1 (stereo not given)
Screen / compound no.	26	27	28	29	30
AMA1-RON2 inh	8%	11%	-3%	-3%	22%
Tb PYK inh	-2%	6%	-15%	4%	0%

31. CCOC(=O)C1(C)CCN1C(=O)Cc1ccc(OC)cc1 (stereo not given)
32. O=C1NC[C@@H](CCCCN2C[C@H](Cc3ccccc3)N(CCC3CCCCC3)C(=O)C2=O)N(CC2CCCCC2)C1=O
33. COc1ccc2c(c1)[C@H]1[C@H](CO2)[C@H](c2ccccc2)[C@]2(C)C(=O)Nc3ccc(F)cc3C(=O)N12
34. CN(C)CCCNC(=O)OC1CC2CC1[C@H]1CCCCN1C2=O (stereo not given in full)
35. C[C@H]1CN([C@@H](C)CO)C(=O)c2cccc(NC(=O)c3ccc(-c4nccs4)cc3)c2O[C@@H]1CN(C)C(=O)NC1CCCCC1
Screen / compound no.	31	32	33	34	35
AMA1-RON2 inh	-5%	5%	-22%	21%	6%
Tb PYK inh	1%	-6%	2%	0%	2%

36. CC(=NNC(=S)Nc1ccc(C)cc1)c1ccccn1
37. O=C1C=C(c2cccc(O)c2)CCC1
38. C[C@@H]1CN([C@H](C)CO)C(=O)CCCn2cc(nn2)CO[C@H]1CN(C)S(=O)(=O)c1cccs1
39. Cc1cccc(CN2[C@H](CO)C=CS2(=O)=O)c1
40. COc1ccc(CN2C(=O)CCC2(C)c2nnnn2Cc2ccccc2)cc1 (stereo not given)
Screen / compound no.	36	37	38	39	40
AMA1-RON2 inh	8%	-1%	19%	8%	0%
Tb PYK inh	-19%	-7%	3%	4%	5%

41. O=C(CSc1nnc(-c2ccncc2)o1)Nc1cc(Cl)ccc1C(=O)O
42. Cc1ccc(S(=O)(=O)CCC(=O)OCC(=O)Nc2sccc2C#N)cc1
43. CCOC(=O)[C@@H]1[C@H]2COc3cc(OC)ccc3[C@H]2N2C(=O)N(c3ccc(C(F)(F)F)cc3)C(=O)[C@]12C
44. OC[C@@H]1CN(Cc2cccc(C(F)(F)F)c2)C[C@H](n2cnc3c(NCc4ccc(F)cc4)ncnc32)O1
45. CC1(Cc2ccc(C(F)(F)F)o2)C(=O)Nc2ccc(-c3cccc(C(F)(F)F)c3)cc21 (stereo not given)
Screen / compound no.	41	42	43	44	45
AMA1-RON2 inh	-2%	5%	5%	-7%	0%
Tb PYK inh	3%	6%	-8%	1%	3%

46. Cc1cc(F)ccc1S(=O)(=O)N1CCCOC1CNC(=O)C(=O)NCCc1ccco1 (stereo not given)
47. CCCOc1ccc(F)cc1-c1cc(C(=O)Nc2ccc(OC)cc2OC)[nH]n1
48. O=C(Cc1ccccc1)N/N=C/c1ccccn1
49. O=C(Nc1ccc(NS(=O)(=O)c2ccccc2)c(Cl)c1)c1ccccc1
50. COc1ccc(-c2ccc(C(=O)NCCN3CCOCC3)c3occc23)c(C)c1
Screen / compound no.	46	47	48	49	50
AMA1-RON2 inh	3%	-4%	17%	30%[activator]	-25%
Tb PYK inh	3%	-3%	7%	7%	4%

51. O=C(CSc1n[nH]c(=O)n1CCc1ccccc1)NC1CCCC1
52. CCN(C(=O)C(C)OC(=O)c1nn(-c2ccccc2C(F)(F)F)cc1O)c1ccccc1 (stereo not given)
53. COC(=O)C1=C(c2ccccc2)C[C@@H]2CC[C@H]1N2C(=O)N1CCC(C)CC1
54. O=S(=O)(CCNC1CC1)NC1CCCCC1
55. CCCCN1C(=O)C(CC(=O)NC(c2ccccc2)c2ccccc2)CC(C(=O)N(C(C)C)C(C)C)=C1C (stereo not given)
Screen / compound no.	51	52	53	54	55
AMA1-RON2 inh	6%	-4%	5%	-2%	17%
Tb PYK inh	-24%	1%	0%	5%	-13%

56. COc1ccc(C(=O)Nc2ccc(O)c3ccccc23)cc1OC
57. O=C1c2ccccc2C(c2nnnn2-c2ccc3c(c2)OCCO3)N1CCCn1ccnc1 (stereo not given)
58. CCn1c(SCC(=O)NC2CC2)nnc1-c1ccccc1
59. O=C1NC[C@H](CCCCN2C[C@H](Cc3ccc(O)cc3)N(Cc3ccccc3)C(=O)C2=O)N(CC2CCCCC2)C1=O
60. O=C1N[C@@H](c2ccccc2)COC(=O)[C@@H](Cc2ccc(F)cc2)CC/C=C/C[C@@H]1CC(=O)N(CCO)Cc1ccccc1
Screen / compound no.	56	57	58	59	60
AMA1-RON2 inh	0%	0%	-9%	-3%	-14%
Tb PYK inh	2%	12%	-2%	5%	3%

61. CCOC(=O)C1(CCC(=O)OCc2ccccc2)CCCCC1=O (stereo not given)
62. O[C@H]1C[C@H](c2ccccc2)N(Cc2cccs2)C[C@@H]1n1cc(C2CC2)nn1
63. O=C(O)C1CCN(S(=O)(=O)c2ccc(Cl)s2)CC1
64. Cc1cc(NC(=O)C2(C)CCN2C(C)C)c2ccccc2n1 (stereo not given)
65. COc1cc(OC)cc(C(=O)NNC(=O)CCC2CCCC2)c1
Screen / compound no.	61	62	63	64	65
AMA1-RON2 inh	-5%	3%	-5%	4%	29%
Tb PYK inh	5%	6%	4%	5%	-6%

66. O=C(O)c1cncc(SCc2ccccc2)n1
67. CC(=O)Nc1cccc(-c2ccnc3c2CC(C(=O)Nc2ccc(C(C)C)cc2)O3)c1 (stereo not given)
68. CC(=O)N1CCN(Cc2cc(=O)oc3ccc4ccccc4c23)CC1
69. COc1ccc([C@@H]2[C@@H](C)N(c3ccccc3)c3ccccc3C(=O)N2Cc2ccccc2)cc1
70. O=C(O)C1Nc2ccc(C(F)(F)F)cc2C2OCCC12 (stereo not given)
Screen / compound no.	66	67	68	69	70
AMA1-RON2 inh	27%	-11%	-1%	-10%	-1%
Tb PYK inh	0%	0%	1%	-9%	0%

71. COCOCCn1cc(CN2CCS(=O)(=O)N(Cc3ccc(-c4ccccc4)cc3)C(CC(C)C)C2=O)nn1 (stereo not given)
72. Cc1ccccc1S(=O)(=O)NC(=O)C1(C)CCN1C(=O)C/C=C/c1ccccc1 (stereo not given)
73. COc1cccc(-c2cnc3c(NC=O)cc(-c4ccc(N(C)C)cc4)cn23)c1
74. CC12CCC(=O)C=C1CCC1C3CC(O)C(O)(C(=O)CO)C3(C)CC(O)C12F (stereo not given)
75. Nc1[nH]c(C(=O)c2ccccc2)c(-c2c(F)cccc2F)c1C(=O)c1ccc(Cl)c(Cl)c1
Screen / compound no.	71	72	73	74	75
AMA1-RON2 inh	-12%	1%	?	-4%	30%[activator]
Tb PYK inh	2%	-5%	0%	0%	7%

76. CC1CN(C(=O)COc2ccc3ccccc3c2)CC(C)O1 (stereo not given)
77. CCCc1cc(C(=O)Nc2cccc(-c3nn[nH]n3)c2)sc1C
78. COc1ccccc1/C=C/C(=O)c1cc(Br)ccc1OC(=O)c1ccco1
79. O=C(NCc1cc(Cl)cc(Cl)c1)c1ccc2nc(COCCO)[nH]c2c1
80. O=C(O)CC[N+](=O)[O-]
Screen / compound no.	76	77	78	79	80
AMA1-RON2 inh	15%	-10%	-10%	-2%	-1%
Tb PYK inh	6%	-15%	4%	2%	4%

11 compounds from above, sorted by molecular weight, lowest first:
54. O=S(=O)(CCNC1CC1)NC1CCCCC1
76. CC1CN(C(=O)COc2ccc3ccccc3c2)CC(C)O1 (stereo not given)
58. CCn1c(SCC(=O)NC2CC2)nnc1-c1ccccc1
63. O=C(O)C1CCN(S(=O)(=O)c2ccc(Cl)s2)CC1
65. COc1cc(OC)cc(C(=O)NNC(=O)CCC2CCCC2)c1
34. CN(C)CCCNC(=O)OC1CC2CC1[C@H]1CCCCN1C2=O (stereo not given in full)
62. O[C@H]1C[C@H](c2ccccc2)N(Cc2cccs2)C[C@@H]1n1cc(C2CC2)nn1
Screen / compound no.	54	76	58	63	65	34	62
AMA1-RON2 inh	-2%	15%	-9%	-5%	29%	21%	3%
Tb PYK inh	5%	6%	-2%	4%	-6%	0%	6%

4. CC[C@@H]1C=C(C(=O)O)[C@H](c2ccc(C)cc2)N1S(=O)(=O)c1ccc(C)cc1
42. Cc1ccc(S(=O)(=O)CCC(=O)OCC(=O)Nc2sccc2C#N)cc1
33. COc1ccc2c(c1)[C@H]1[C@H](CO2)[C@H](c2ccccc2)[C@]2(C)C(=O)Nc3ccc(F)cc3C(=O)N12
20. COC(=O)[C@@]1(Cc2ccc(F)cc2)[C@H]2c3cc(C(=O)N4CCCC4)n(CCc4ccc(OC)c(Br)c4)c3C[C@H]2CN1C(=O)c1ccccc1
Screen / compound no.	4	42	33	20
AMA1-RON2 inh	6%	5%	-22%	-1%
Tb PYK inh	-5%	6%	2%	2%

Only part of the results is shown. The share of hits here may be higher or lower than overall.
